Assay outcomes: PubChem BioAssay, several laboratories
IEC-6 tox = cytotoxicity in IEC-6 intestinal epithelial cells, primary screen, cytotoxicity control for KLF5 inhibitor project, cell-based, luminescence. IEC-6 cytotoxicity, luminescence viability. 290,000 compounds, 0.78% hits. inhibition, % at 5 µM; in the data active = inhibition above about 22%;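 also: 0% = plate median of test compound wells and 100% = cytotoxic reference compound wells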
GSK3B inh = human GSK3beta kinase inhibitors, primary screen, biochemical, cell-free homogeneous, HTS; Glycogen synthase kinase-3 beta (Homo sapiens), P49841; GST-GSK3beta kinase, ADP-Glo luminescence, 60 min; active compounds read low; activity score (negative = inhibition), % at 10 µM; 300,000 compounds, 0.038% hits; AID 2097, 2009;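 active = more than half of replicate wells score below -50%, meaning over 50% inhibition versus plate controls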;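 also: 0% = median DMSO wells and -100% = median GW8510 positive control wells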
Target sequence (P49841 whole entry, looked up): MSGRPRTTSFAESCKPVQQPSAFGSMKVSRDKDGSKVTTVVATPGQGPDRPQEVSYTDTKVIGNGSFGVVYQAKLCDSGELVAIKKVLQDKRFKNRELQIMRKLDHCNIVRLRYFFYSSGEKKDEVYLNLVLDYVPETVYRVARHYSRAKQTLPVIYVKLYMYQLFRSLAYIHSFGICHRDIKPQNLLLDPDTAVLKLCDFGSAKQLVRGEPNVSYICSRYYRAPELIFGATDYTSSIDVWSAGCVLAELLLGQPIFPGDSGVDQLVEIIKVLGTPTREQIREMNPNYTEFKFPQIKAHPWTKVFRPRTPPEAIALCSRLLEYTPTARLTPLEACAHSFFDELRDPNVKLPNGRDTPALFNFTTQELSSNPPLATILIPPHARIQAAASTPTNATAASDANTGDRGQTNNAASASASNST
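test system = GST-tagged human GSK3beta kinase, cell-free | reagent = 25 µM ATP with peptide substrate | dosing = one dose of 10 µM per compound | schedule = 60 min reaction, RT | detection = luminescent ADP-Glo measurement of ADP formed | control set = DMSO neutral wells and GW8510 at 20 µM as positive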
KLF5 inh = KLF5 expression inhibitors, primary screen, DLD-1 cells, luminescence; DLD-1 KLF5 promoter-luciferase reporter; inhibition, % at 5 µM; 290,000 compounds, 0.23% hits; AID 1700, 2009;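 active = inhibition above a per-plate limit of that plate's mean compound inhibition plus 3 SD, cut at about 60% in these data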;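 also: 0% = DMSO wells and 100% = LY294002 at 200 µM; higher means less KLF5 promoter-driven luciferase light; inactives centre near -14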
HSF1 inhib = HSF1 inhibitors in luciferase reporter cells, primary screen, cell-based, NIH3T3, luminescence. NIH3T3-HGL HSE-luciferase, MG132-induced, luminescence 8 h; active compounds read low. activity change, negative = inhibition, % at 7.5 µM (by protocol). 300,000 compounds, 0.77% hits. AID 2098, 2009;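 active = more than half of replicate wells show activity change below -50%, luminescence cut by over half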;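 also: luciferase reports HSF-1 transcriptional activity via heat shock element; 0% = median of DMSO wells and -100% = zero luminescence signal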
aSyn UTR inh = MLPCN primary screen, SNCA 5' untranslated region; alpha-synuclein 5'UTR reporter, inhibitor activity; inhibition, % (tested at 7.5 µM); 300,000 compounds, 0.82% hits; AID 1813, 2009; in the data active = inhibition above about 60%;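 also: H4 neuroglioblastoma cells stably carrying SNCA 5'UTR luciferase fusion; 0% = DMSO wells and 100% = positive control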
HSF-1 act = HSF-1 activators, primary screen, NIH3T3-HGL cells, MG132 stress, luminescence, single point. NIH3T3-HGL HSF-1 luciferase reporter, 8 h; 100% = twice DMSO control signal. activation, % at 9 µM. 300,000 compounds, 1.7% hits;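 active = mean replicate activation of at least 50% with a set share of replicates each reaching 50%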;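 also: 0% = median of the neutral control wells and 100% = twice that signal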
HIF act = HIF pathway transcriptional activators, primary screen, cell-based, U2OS HRE-luciferase, luminescence; 300,000 compounds, 0.32% hits; activation, % at 7.5 µM (by protocol); U2OS HRE-luciferase reporter; normalized: DMSO 0%, desferrioxamine 100%; AID 1910, 2009;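 active = mean activation of at least 10% of the iron chelator positive control signal, with at least half of replicates also reaching 10%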
GSK3A inh = blockers of GSK3A enzyme activity – biochemical, luminescence, cell-free homogeneous, HTS, primary screen; AID 2650, 2010; Glycogen synthase kinase-3 alpha (Homo sapiens), P49840; 320,000 compounds, 0.1% hits; GSK-3 alpha kinase, ADP-Glo luminescence, 60 min; inhibition, % at 10 µM;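 in the data active = inhibition above about 50%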;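 also: GST-tagged GSK-3 alpha with peptide substrate and 25 µM ATP; 0% = DMSO neutral wells and 100% = GW8510 positive control wells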
Target sequence (P49840 whole entry, looked up): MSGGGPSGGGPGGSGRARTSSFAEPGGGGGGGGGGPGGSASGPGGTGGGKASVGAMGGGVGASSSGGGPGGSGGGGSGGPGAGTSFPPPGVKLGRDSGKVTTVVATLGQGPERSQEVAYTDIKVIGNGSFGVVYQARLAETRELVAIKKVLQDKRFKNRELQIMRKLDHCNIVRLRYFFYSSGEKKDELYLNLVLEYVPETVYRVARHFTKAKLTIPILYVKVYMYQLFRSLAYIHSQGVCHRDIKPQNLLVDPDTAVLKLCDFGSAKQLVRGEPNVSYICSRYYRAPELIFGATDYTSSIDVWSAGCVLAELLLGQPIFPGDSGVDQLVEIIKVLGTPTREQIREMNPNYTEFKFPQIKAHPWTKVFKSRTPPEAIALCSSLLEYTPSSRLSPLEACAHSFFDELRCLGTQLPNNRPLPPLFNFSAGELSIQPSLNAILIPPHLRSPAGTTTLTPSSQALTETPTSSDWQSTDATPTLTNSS
HSP90 inh = HSP90 inhibitors, primary screen, cell lysate, luminescence | Heat shock protein HSP 90 (rabbit reticulocyte lysate; luciferase refolding) | Rabbit reticulocyte lysate, luciferase refolding luminescence, 3 h | inhibition, % at 5.6 µM | 290,000 compounds, 0.91% hits;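 active = inhibition above the screen-wide mean plus 3 SD, computed separately per campaign, cut at about 16% in these data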;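 also: 0% = DMSO wells and 100% = 60 µM geldanamycin wells; inhibitors lower the luminescence because luciferase stays unfolded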
AI-2 QS modul = Vibrio harveyi AI-2 quorum sensing modulators, primary screen, JMH597 strain, luminescence/OD600 ratio. Vibrio harveyi JMH597 AI-2 luminescence/OD600 ratio, 9 h; active compounds read low; strain lacks LuxN and CqsS sensors; 0 = neutral-control median. activity change, % at 7.5 µM. AID 2094, 2009. 300,000 compounds, 0.4% hits; in the data active = activity change below about -75%, passing the limit was not always enough;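 also: luminescence divided by OD600 gain over 9 h not by final OD600 alone; inactives centre near 13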
* hit, by the source's call.

Results for CCOC(=O)N1CCN(S(=O)(=O)c2ccc(C(=O)N(CCCN(C)C)c3nc4ccc(OC)cc4s3)cc2)CC1 ?
IEC-6 tox: 0; GSK3B inh: 1; KLF5 inh: -11; HSF1 inhib: -24; aSyn UTR inh: -19; HSF-1 act: -25; HIF act: -0.4; GSK3A inh: 1; HSP90 inh: 1; AI-2 QS modul: -2

How did S=C(NCCSCc1ccc(Cl)c(Cl)c1)Nc1ccccc1 do in these assays?
IEC-6 tox: 8; GSK3B inh: -11; KLF5 inh: -22; HSF1 inhib: 59; aSyn UTR inh: 11; HSF-1 act: 101*; HIF act: -0.4; GSK3A inh: 1; HSP90 inh: 4; AI-2 QS modul: 19

Results for Cc1ccccc1C(=O)NCCNC(=O)c1cnccn1 ?
IEC-6 tox: 1; GSK3B inh: -1; KLF5 inh: -22; HSF1 inhib: -4; aSyn UTR inh: -14; HSF-1 act: -8; HIF act: 0.1; GSK3A inh: -3; HSP90 inh: -1; AI-2 QS modul: 11

What do the screens show for `CCN1CCN(C(=S)Nc2ccsc2C(=O)OC)CC1`?
IEC-6 tox: 6; GSK3B inh: -4; KLF5 inh: -20; HSF1 inhib: -5; aSyn UTR inh: -18; HSF-1 act: -6; HIF act: -0.8; GSK3A inh: -4; HSP90 inh: 1; AI-2 QS modul: 12

How did O=C(CCn1c(=O)sc2ccccc21)Nc1ccon1 do in these assays?
IEC-6 tox: 3; GSK3B inh: -3; KLF5 inh: -8; HSF1 inhib: 2; aSyn UTR inh: 13; HSF-1 act: 18; HIF act: -0.1; GSK3A inh: 1; HSP90 inh: 2; AI-2 QS modul: 5

Results for CC(C)COc1ccc(CSCCNC(=S)Nc2ccccc2)cc1 ?
IEC-6 tox: -4; GSK3B inh: -1; KLF5 inh: 19; HSF1 inhib: -8; aSyn UTR inh: -2; HSF-1 act: 4; HIF act: -1.1; GSK3A inh: -3; HSP90 inh: 2; AI-2 QS modul: 38

What do the screens show for `Cc1cc(C)cc(-n2ncc3c2CCCC3NC(=O)CCCn2cncn2)c1` (stereo unspecified)?
IEC-6 tox: 0; GSK3B inh: 1; KLF5 inh: -24; HSF1 inhib: -1; aSyn UTR inh: 2; HSF-1 act: 5; HIF act: 0.5; GSK3A inh: 0; HSP90 inh: 0; AI-2 QS modul: 20

How did COc1ccc(/C=C/C=C2\NC(=S)NC2=O)cc1 do in these assays?
IEC-6 tox: 2; GSK3B inh: -5; KLF5 inh: -31; HSF1 inhib: 12; aSyn UTR inh: -35; HSF-1 act: -2; HIF act: 0.7; GSK3A inh: 0; HSP90 inh: 4; AI-2 QS modul: 32

Results for COc1ccc(-n2nc3c(c2NC(=O)C(C)Oc2ccccc2)CS(=O)(=O)C3)cc1 (stereo unspecified) ?
IEC-6 tox: -4; GSK3B inh: 0; KLF5 inh: 5; HSF1 inhib: -1; aSyn UTR inh: 18; HSF-1 act: 0; HIF act: 0.3; GSK3A inh: -1; HSP90 inh: -8; AI-2 QS modul: 42

Results for CC(=O)Nc1ccc(NC(=O)/C(=C/c2ccco2)NC(=O)c2ccccc2)cc1 ?
IEC-6 tox: -4; GSK3B inh: 0; KLF5 inh: -4; HSF1 inhib: -5; aSyn UTR inh: 1; HSF-1 act: -3; HIF act: -0.3; GSK3A inh: -2; HSP90 inh: -2; AI-2 QS modul: 31

How did O=C(NC(=S)NCCN1CCOCC1)c1ccc(Cl)cc1Cl do in these assays?
IEC-6 tox: 8; GSK3B inh: 1; KLF5 inh: 0; HSF1 inhib: -1; aSyn UTR inh: 3; HSF-1 act: 4; HIF act: 0.8; GSK3A inh: -1; HSP90 inh: 4; AI-2 QS modul: -1

Results for Cc1cc(C)c2c(N)c(-c3nnc(SCc4ccc(Cl)cc4)n3C)sc2n1 ?
IEC-6 tox: -6; GSK3B inh: 1; KLF5 inh: -24; HSF1 inhib: -4; aSyn UTR inh: -7; HSF-1 act: -5; HIF act: 1.0; GSK3A inh: -2; HSP90 inh: 0; AI-2 QS modul: 23

Results for CCCc1nccn1S(=O)(=O)c1cc(OC)ccc1OC ?
IEC-6 tox: 2; GSK3B inh: 0; KLF5 inh: 10; HSF1 inhib: 4; aSyn UTR inh: 8; HSF-1 act: -2; HIF act: -0.1; GSK3A inh: -3; HSP90 inh: 1; AI-2 QS modul: 9

How did CCN(CC)c1ccc(/C=N/n2c(C)nc3ccccc3c2=O)cc1 do in these assays?
IEC-6 tox: 5; GSK3B inh: 4; KLF5 inh: -35; HSF1 inhib: 2; aSyn UTR inh: -58; HSF-1 act: -4; HIF act: 0.7; GSK3A inh: -2; HSP90 inh: 1; AI-2 QS modul: 5

Results for COc1ccccc1N1C(=O)C2C3CC(c4ccccc4)C(C3)C2C1=O (stereo unspecified) ?
IEC-6 tox: 2; GSK3B inh: -6; KLF5 inh: -37; HSF1 inhib: 4; aSyn UTR inh: 7; HSF-1 act: 5; HIF act: -0.1; GSK3A inh: -1; HSP90 inh: -1; AI-2 QS modul: -1

What do the screens show for `COc1ccccc1NC(=O)NCC(=O)Nc1ccc(F)c(F)c1`?
IEC-6 tox: -4; GSK3B inh: -1; KLF5 inh: -29; HSF1 inhib: 2; aSyn UTR inh: 10; HSF-1 act: -15; HIF act: -0.2; GSK3A inh: 0; HSP90 inh: 0; AI-2 QS modul: 1

Results for CCOC(=O)N1CCN(C(=O)C2CCC(=O)N(CCCc3ccccc3)C2)CC1 (stereo unspecified) ?
IEC-6 tox: -7; GSK3B inh: 3; KLF5 inh: -38; HSF1 inhib: -2; aSyn UTR inh: -21; HSF-1 act: -10; HIF act: -0.2; GSK3A inh: -2; HSP90 inh: -9; AI-2 QS modul: 15

What do the screens show for `COc1cccc(C(=O)NCC(=O)NCc2cc(=O)n(C)c(=O)n2C)c1OC`?
IEC-6 tox: 0; GSK3B inh: 3; KLF5 inh: 4; HSF1 inhib: 1; aSyn UTR inh: 5; HSF-1 act: -7; HIF act: -0.4; GSK3A inh: 1; HSP90 inh: -4; AI-2 QS modul: 24

Results for COc1cc2cc(CN(CCc3ccccc3C)C(=S)NCCCN(C)C)c(=O)[nH]c2cc1OC ?
IEC-6 tox: -6; GSK3B inh: -9; KLF5 inh: -16; HSF1 inhib: 3; aSyn UTR inh: 5; HSF-1 act: 5; HIF act: -0.3; GSK3A inh: 7; HSP90 inh: 2; AI-2 QS modul: 7

How did COc1ccc(-c2csc(NC(=O)c3cccc(N4C(=O)CCC4=O)c3)n2)cc1C do in these assays?
IEC-6 tox: -2; GSK3B inh: 0; KLF5 inh: -36; HSF1 inhib: -8; aSyn UTR inh: 3; HSF-1 act: -3; HIF act: 0.4; GSK3A inh: 0; HSP90 inh: 2; AI-2 QS modul: 3

How did CCOc1ccc2[nH]c(=O)c(CN(CCc3ccccc3)C(=O)N3CCOCC3)cc2c1 do in these assays?
IEC-6 tox: 1; GSK3B inh: 5; KLF5 inh: -22; HSF1 inhib: -1; aSyn UTR inh: 3; HSF-1 act: -2; HIF act: 0.0; GSK3A inh: -4; HSP90 inh: -1; AI-2 QS modul: 25

Results for Clc1ccc(-c2nnc(N3CCCC3)nn2)cc1 ?
IEC-6 tox: -5; GSK3B inh: -1; KLF5 inh: -67; HSF1 inhib: 31; aSyn UTR inh: -19; HSF-1 act: 31; HIF act: -0.8; GSK3A inh: 1; HSP90 inh: 1; AI-2 QS modul: 8

What do the screens show for `C=CCN=C(NC#N)SCC(=O)NCc1ccccc1`?
IEC-6 tox: 0; GSK3B inh: 0; KLF5 inh: -48; HSF1 inhib: 0; aSyn UTR inh: -7; HSF-1 act: 8; HIF act: 0.6; GSK3A inh: -2; HSP90 inh: 0; AI-2 QS modul: 5

Results for Cn1ncc([N+](=O)[O-])c1C(=O)Nc1nc2ccccc2n1CCN1CCCCC1 ?
IEC-6 tox: 3; GSK3B inh: 4; KLF5 inh: 4; HSF1 inhib: -3; aSyn UTR inh: 2; HSF-1 act: -6; HIF act: -0.1; GSK3A inh: -1; HSP90 inh: 4; AI-2 QS modul: 11

Results for Cc1cc(NC(=O)C2CCC2)n(-c2ccccn2)n1 ?
IEC-6 tox: 8; KLF5 inh: 19; GSK3A inh: -2; HSP90 inh: 0

How did O=C(Nc1ncn[nH]1)c1ccc(Cl)c(S(=O)(=O)Nc2ccc(Cl)cc2)c1 do in these assays?
IEC-6 tox: -4; GSK3B inh: 2; KLF5 inh: 3; HSF1 inhib: -4; aSyn UTR inh: 2; HSF-1 act: -2; HIF act: -0.3; GSK3A inh: -2; HSP90 inh: -2; AI-2 QS modul: 10

An excerpt from above in order of length of the SMILES, ascending.
Results for Cc1cc(NC(=O)C2CCC2)n(-c2ccccn2)n1 ?
IEC-6 tox: 8; KLF5 inh: 19; GSK3A inh: -2; HSP90 inh: 0

How did O=C(NC(=S)NCCN1CCOCC1)c1ccc(Cl)cc1Cl do in these assays?
IEC-6 tox: 8; GSK3B inh: 1; KLF5 inh: 0; HSF1 inhib: -1; aSyn UTR inh: 3; HSF-1 act: 4; HIF act: 0.8; GSK3A inh: -1; HSP90 inh: 4; AI-2 QS modul: -1

What do the screens show for `COc1ccccc1NC(=O)NCC(=O)Nc1ccc(F)c(F)c1`?
IEC-6 tox: -4; GSK3B inh: -1; KLF5 inh: -29; HSF1 inhib: 2; aSyn UTR inh: 10; HSF-1 act: -15; HIF act: -0.2; GSK3A inh: 0; HSP90 inh: 0; AI-2 QS modul: 1

Results for COc1ccccc1N1C(=O)C2C3CC(c4ccccc4)C(C3)C2C1=O (stereo unspecified) ?
IEC-6 tox: 2; GSK3B inh: -6; KLF5 inh: -37; HSF1 inhib: 4; aSyn UTR inh: 7; HSF-1 act: 5; HIF act: -0.1; GSK3A inh: -1; HSP90 inh: -1; AI-2 QS modul: -1

Results for CC(=O)Nc1ccc(NC(=O)/C(=C/c2ccco2)NC(=O)c2ccccc2)cc1 ?
IEC-6 tox: -4; GSK3B inh: 0; KLF5 inh: -4; HSF1 inhib: -5; aSyn UTR inh: 1; HSF-1 act: -3; HIF act: -0.3; GSK3A inh: -2; HSP90 inh: -2; AI-2 QS modul: 31
